Compound activity as filed in PubChem BioAssay.
TIM10 inh: growth inhibitors of TIM10 yeast strain; inhibition, % at 10 µM; 330,000 compounds, 1.4% hits; S. cerevisiae TIM10 strain growth, BacTiter-Glo luminescence, 24 h;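 active means inhibition of 40% or more at the single tested concentration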;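 further: wild-type TIM10 isogenic control strain grown at permissive 25 °C; 0% = DMSO yeast wells and 100% = minimal medium wells without yeast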
CHOP UPR activ: activators of apoptotic arm of unfolded protein response (CHOP); CHO-CHOP luciferase reporter, UPR activation, luminescence; percent of tunicamycin response over DMSO baseline; activation, % at 10 µM; 330,000 compounds, 0.34% hits;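 active means at 10 µM dose, activation of 40% or more, normalized to positive control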;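 further: 100% = tunicamycin at 10 µg/mL and 0% = DMSO alone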
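System: CHO-CHOP luciferase reporter cell line; amount: 500 cells/well; buffer or medium: F12 medium containing 10% fetal bovine serum; incubation: 6 h compound exposure at 37 °C after overnight seeding; measured by: luciferase luminescence after 10 min with Steady-Glo reagent; evaluation: % reporter activation, DMSO baseline versus tunicamycin full activation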
tim23-1 inh: tim23-1 yeast growth inhibition | S. cerevisiae tim23-1 growth, BacTiter-Glo luminescence, 24 h | inhibition, % at 20 µM | 330,000 compounds, 1.3% hits;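 active means growth inhibition of the mutant yeast at or above 50%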;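 further: temperature-sensitive mutant grown at 25 °C; plate controls were DMSO-treated mutant yeast for no effect and medium wells lacking yeast for full effect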
tim10-1 inh: inhibits growth of tim10-1 mutant yeast. S. cerevisiae tim10-1 ts strain growth, BacTiter-Glo, 24 h. 330,000 compounds, 2.2% hits. inhibition, % at 20 µM. AID 463190;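 active means inhibition of at least 40%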;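 further: mutant grown at 25 °C; 0% = DMSO wells with yeast and 100% = wells holding no yeast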
APJ antag: antagonists of human APJ apelin receptor | P35414 | 330,000 compounds, 0.32% hits | inhibition, % at 20 µM | CHO-K1 APJ beta-arrestin complementation, luminescence;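 active means inhibition above about 40% at 20 µM, limit read from the data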;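 further: cells challenged with 10 nM apelin-13 agonist together with compound; plate controls were apelin-13 plus DMSO wells for no effect and DMSO wells lacking apelin-13 for full effect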
Target sequence (P35414 whole entry, looked up): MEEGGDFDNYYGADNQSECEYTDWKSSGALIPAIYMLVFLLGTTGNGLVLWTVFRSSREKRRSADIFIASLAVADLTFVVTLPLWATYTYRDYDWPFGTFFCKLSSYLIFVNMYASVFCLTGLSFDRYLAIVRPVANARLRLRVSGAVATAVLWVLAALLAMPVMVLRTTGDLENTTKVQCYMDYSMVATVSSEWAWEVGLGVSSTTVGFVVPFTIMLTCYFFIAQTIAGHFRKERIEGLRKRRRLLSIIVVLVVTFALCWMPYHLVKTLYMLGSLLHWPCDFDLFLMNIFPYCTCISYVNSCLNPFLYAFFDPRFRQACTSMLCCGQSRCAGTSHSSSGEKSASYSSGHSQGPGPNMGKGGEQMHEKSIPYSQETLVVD
CXCR6 block: inhibitors of human CXCR6 receptor. 360,000 compounds, 0.36% hits. CHO-K1 PathHunter CXCR6 beta-arrestin, luminescence. O00574. inhibition, % at 20 µM; in the data active means inhibition above about 34%, passing the limit was not always enough;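 further: antagonist mode with CXCL16 agonist at 10 nM final; 0% = 10 nM CXCL16 with DMSO and 100% = unstimulated wells without agonist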
Target sequence (O00574 whole entry, looked up): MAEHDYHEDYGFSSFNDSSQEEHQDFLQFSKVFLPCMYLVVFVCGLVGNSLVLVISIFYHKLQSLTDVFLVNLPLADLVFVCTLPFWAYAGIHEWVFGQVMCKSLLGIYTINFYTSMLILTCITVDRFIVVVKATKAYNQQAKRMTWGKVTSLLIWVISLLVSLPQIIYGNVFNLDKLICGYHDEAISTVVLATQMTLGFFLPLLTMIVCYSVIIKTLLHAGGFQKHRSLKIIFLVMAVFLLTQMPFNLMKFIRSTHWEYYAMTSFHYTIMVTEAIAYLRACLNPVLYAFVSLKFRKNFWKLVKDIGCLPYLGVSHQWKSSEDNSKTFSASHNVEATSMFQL
Mdm2-MdmX inh: human Mdm2/MdmX binding inhibition; 330,000 compounds, 3% hits; inhibition, % at 8 µM; SaOS-2 split-luciferase Mdm2/MdmX complementation, luminescence;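 active means inhibition of at least 50% at 8 µM in the primary screen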
APJ ag: agonists of human APJ apelin receptor; P35414; CHO-K1 APJ PathHunter beta-arrestin, luminescence; 0% DMSO wells, 100% apelin; activation, % at 20 µM; 330,000 compounds, 0.11% hits;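 active means activation more than six SD over the plate average, tested at 20 µM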;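 further: 0% = DMSO alone and 100% = apelin-13 at 10 nM; some results filed as inactive read as strong as hits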
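Test system: CHO-K1 APJ beta-arrestin complementation cell line. Amount: cell density 1000 per well. Controls: DMSO negative, 10 nM Apelin-13 positive. Signal: luminescent beta-gal fragment complementation, chemiluminescent substrate. Read-out basis: agonist-driven arrestin binding to APJ. Timing: compound stimulation 90 min at 25 °C, detection 60 min.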
UPR XBP1 act: adaptive UPR (XBP1) activation | 330,000 compounds, 0.33% hits | activation, % at 20 µM | CHO-XBP1 luciferase reporter, IRE1-XBP1 UPR activation, luminescence; percent of tunicamycin response, DMSO as zero;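 active means versus positive control, 20 µM dose yields 30% or more activation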;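 further: 100% = tunicamycin at 10 µg/mL and 0% = DMSO only wells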
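Material: CHO cell line with stable XBP1 luciferase reporter; buffer or medium: F12 medium containing 10% fetal bovine serum; compound: single point, 20 µM final compound, 1% DMSO; incubation: 6 h treatment, 37 °C; measured by: glow luminescence from Steady-Glo reagent; evaluation: activation, % of tunicamycin; control set: tunicamycin high, DMSO low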
Active calls of the source: *; · = not tested or not shown.

Each structure is followed by: TIM10 inh	CHOP UPR activ	tim23-1 inh	tim10-1 inh	APJ antag	CXCR6 block	Mdm2-MdmX inh	APJ ag	UPR XBP1 act
CCC(C)Sc1nnc(CSc2nc3nc(C)cc(C)n3n2)o1 (stereo not given)
→ 4	-1.3	18	-1	-5	1	-4	-2	2
Cc1nnc(SCC(=O)NC2CCCc3c2cnn3-c2ccccc2F)o1 (stereo not given)
→ -6	-0.1	-5	4	-4	-9	7	5	-7
COc1ccc2nc(SCC(=O)Nc3ccc4c(c3)CCC4)[nH]c2c1
→ 6	0.9	23	17	3	-11	-29	-3	-1
CCOc1ccc(Nc2nc(CC(=O)OC)cc(=O)[nH]2)cc1
→ -1	-1.2	8	2	-6	0	17	-1	0
CC(=O)Nc1ccc(S(=O)(=O)NCC(=O)OCC(=O)c2cc(C)n(-c3ccc4c(c3)OCO4)c2C)cc1
→ -13	-1.9	13	9	6	-6	-46	4	-1
c1ccc(-c2ccc(OCCOCCn3cncn3)cc2)cc1
→ 12	2.6	9	-19	11	-2	-33	5	2
C=CCNc1nc2c3ccccc3n(C(C)=O)c2s1
→ 12	0.3	24	26	25	2	-22	0	1
CN(Cc1ccccc1)C(=O)c1nc[nH]c1C(=O)N1CCN(c2ccccc2)CC1
→ -2	3.3	11	6	6	2	11	-2	1
CCC(C)NC(C(=O)Nc1ccc(Cl)c([N+](=O)[O-])c1)c1ccccc1 (stereo not given)
→ 14	0.7	20	6	12	-4	-11	-3	1
COc1ccc(-n2c(SC3CCOC3=O)nc3ccccc3c2=O)cc1Cl (stereo not given)
→ 5	0.4	17	3	1	7	5	-4	-1
O=C(CN(Cc1ccco1)S(=O)(=O)c1cccs1)Nc1ccccc1C(F)(F)F
→ 6	-1.8	35	26	23	3	-1	-2	-2
CC(OC(=O)COc1ccccc1)C(=O)NC1CCCC1 (stereo not given)
→ 0	-0.6	1	10	-11	-3	-5	-7	1
COc1ccc(C(=O)OCC(=O)c2ccc3c(c2)NC(=O)CO3)cc1S(=O)(=O)N1CCOCC1
→ -7	1.1	-2	-7	-8	6	21	-3	-1
Cc1ccc(S(=O)(=O)N2[C@@H](c3ccc(Cl)cc3)C(C(=O)O)=CC[C@H]2c2cccs2)cc1
→ -10	2.3	-9	18	0	4	-22	5	-4
CN1C=CC=C/C1=C1\SC(=S)N(N)C1=O
→ -9	0.5	7	24	-5	-1	9	-5	-2
O=C(NCC(c1ccco1)N1CCCCC1)c1cccc(NS(=O)(=O)c2ccc(Br)cc2)c1 (stereo not given)
→ 2	1.2	18	7	1	6	-18	5	0
COC(=O)c1c(NC(=O)C2CCC2)sc(C(=O)N(C)C)c1C
→ -22	-1.4	-8	6	7	-10	-5	-2	-1
O=C(O)CSc1nc2ccccc2s1
→ -6	1.4	-6	10	9	-4	23	1	-2
O=C(C1CC1)N1CCN=C1SCc1cccc(C(F)(F)F)c1
→ 4	-0.4	18	32	3	-17	-21	4	-1
Cc1cc(-n2nc(C)cc2C)n2nc(C)c(-c3ccccc3)c2n1
→ 8	2.0	19	35	20	2	19	-3	-2
O=C(OC(C(=O)NC1CCCC1)c1ccc(F)cc1)c1ccno1 (stereo not given)
→ 0	-0.2	-5	17	3	2	17	-3	2
CCN(CC)S(=O)(=O)c1ccc(Cl)c(C(=O)Nc2ccc(Cl)cc2[N+](=O)[O-])c1
→ 13	5.9	23	23	-59	-15	44	6	1
O=C(Nc1ccc(-n2cnnn2)cc1)c1cc(S(=O)(=O)N2CCCC2)ccc1Cl
→ -10	1.5	5	-1	8	-23	1	2	-2
O=C(NCCC(=O)N1CCN(c2ncccn2)CC1)c1ccccc1
→ 7	0.3	-2	0	0	0	-1	-4	-3
COn1c(-c2ccccc2)nc2c1CCc1c-2no[n+]1[O-]
→ 2	0.4	3	5	1	5	21	1	3
COc1ccc(CC(=O)NC(C)c2nnc(SCC(=O)Nc3cc(C)ccc3OC)n2C)cc1 (stereo not given)
→ 5	3.1	15	-2	9	-9	4	-2	0
CCOC(=O)C1=C(N)OC2=C(C(=O)CC(C)(C)C2)C1c1cccs1 (stereo not given)
→ 4	1.2	-2	17	16	2	-7	-5	0
CCOc1ccccc1NC(=O)C1CC2CCCC(C1)C2=O (stereo not given)
→ 4	-1.8	16	11	12	-3	-6	-1	-1
Cc1oc2c(c1C(=O)NCc1ccccc1)CCCC2
→ 6	-0.6	3	16	4	-4	-8	-4	0
COc1cc(/C=N/NC(=O)C2C3CCCCC32C)cc(Br)c1O (stereo not given)
→ -8	6.2	23	10	-6	-5	-3	2	3
O=C(O)c1cccc(N(CCO)CCO)c1
→ 13	-0.6	15	0	13	0	-19	-3	-2
CCc1cc2c(C)ccc(C)c2nc1SCC(=O)Nc1c[nH]c(=O)[nH]c1=O
→ -11	0.5	-19	-7	-2	-8	56*	-4	52*
Cc1cc(C(=O)CSc2nnc(N)s2)c(C)n1Cc1cccs1
→ 0	-4.3	20	24	9	-8	2	0	-4
COc1ccc(CNCC(O)(c2ccccc2)c2ccc(F)cc2)cc1 (stereo not given)
→ 8	-0.4	9	17	3	-5	6	-3	-1
O=S(=O)(c1ccccc1)N1N=C(c2cccs2)CC1c1cccc(O)c1 (stereo not given)
→ 13	0.4	17	14	16	9	4	-4	0
CC(C)Cn1c(N)c(C(=O)CSc2nccn2C)c(=O)n(C)c1=O
→ 6	1.2	3	-2	2	-12	9	1	-1
CCSc1nnc2c(n1)OC1(CCCC1)Nc1ccccc1-2
→ 7	2.0	5	15	-3	6	9	-1	0
COc1ccccc1N1C(=O)CC(Sc2ccccc2N)C1=O (stereo not given)
→ 15	0.8	19	14	10	-2	-11	-1	-5
COc1ccc(OC)c(NC(=O)C(=O)N/N=C/c2ccccc2[N+](=O)[O-])c1
→ 13	-1.4	10	15	-10	-11	17	3	4
CC(C)CCn1nnnc1C(c1ccccc1)N1CCC(C(N)=O)CC1 (stereo not given)
→ 3	-0.5	17	9	-4	9	-7	2	-1
Cc1oc(-c2cccc(Cl)c2)nc1CN1CCC(C(=O)NCc2cccnc2)CC1
→ 12	-1.9	-15	10	10	2	20	-3	0
C/C(=N\Nc1nc(Cl)c(Cl)cc1Cl)c1ccc(S(=O)(=O)NCc2ccco2)cc1
→ 25	-0.6	18	23	-4	-12	29	1	0
CCCNc1c(NS(=O)(=O)c2ccc(C)cc2C)c(=O)oc2ccccc12
→ 10	0.6	34	17	-4	4	12	-2	-4
Cc1cc(C)n(-c2ccc(C(=O)Nc3ccc(S(=O)(=O)N(C)C)cc3)cc2)n1
→ 10	2.3	10	10	-9	4	4	-1	1
O=C(/C=C/c1ccc(Cl)cc1)NCc1ccncc1
→ 0	1.9	-16	7	2	-1	-16	-1	0
COC(=O)COc1ccc(S(=O)(=O)N2CCN(c3ccccc3)CC2)cc1
→ 2	-0.6	22	26	-8	-2	12	-2	-4
COc1ccc(/C(C)=N/NC(=S)NCCc2ccccc2)c(O)c1
→ 43*	1.2	27	28	8	4	6	3	1
CC(C)C(CCNC(=O)CC(Cc1ccccc1)c1ccco1)c1ccco1 (stereo not given)
→ 14	-1.7	33	25	3	9	9	-2	0
Cc1ccc(CSC2=NCCN2C(=O)C(C)Oc2ccccc2)cc1 (stereo not given)
→ -4	-0.3	-7	7	5	-2	10	-4	-1
Nc1cc2sc(-c3ccc(C(=O)O)cc3)nc2cc1Cl
→ 28	-2.7	35	34	-49	-23	-68	3	-4

Results in UPR XBP1 act, for 3 of the compounds above:
molecule,UPR XBP1 act
C/C(=N\Nc1nc(Cl)c(Cl)cc1Cl)c1ccc(S(=O)(=O)NCc2ccco2)cc1,0
CCCNc1c(NS(=O)(=O)c2ccc(C)cc2C)c(=O)oc2ccccc12,-4
Cc1cc(C)n(-c2ccc(C(=O)Nc3ccc(S(=O)(=O)N(C)C)cc3)cc2)n1,1

Further compounds.
Each structure is followed by: TIM10 inh	CHOP UPR activ	tim23-1 inh	tim10-1 inh	APJ antag	CXCR6 block	Mdm2-MdmX inh	APJ ag	UPR XBP1 act
CN(CCN1CCOCC1)C(=O)CC1C(=O)NCCN1Cc1ccccc1C(F)(F)F (stereo not given)
→ 0	0.9	11	-5	-3	0	6	-2	-6
Cc1ccc(OCCN2C(=O)OC(C)(C)C2(C)O)cc1 (stereo not given)
→ -2	0.5	8	11	15	-6	0	-2	2
CCOC(=O)c1c(NC(=O)Cc2ccccc2)sc2c1CC(C)(C)NC2(C)C
→ 7	0.0	-11	10	-62	6	36	-3	3
Cc1ccc(NC(=O)CSc2nc3c(c(=O)[nH]2)CCC3)cc1C
→ 1	-0.1	16	0	-6	8	-1	-1	-2
OC(COc1ccc(CNCCc2ccc(C(F)(F)F)cc2)cc1)CN1CCCCC1 (stereo not given)
→ -24	0.8	-52	-28	-6	-9	100*	0	1
COc1cccc(NC(=O)CN(C2=NC3CS(=O)(=O)CC3S2)c2cccc(C)c2)c1 (stereo not given)
→ 3	-0.4	9	6	17	-4	17	-1	-2
Cc1ccc(Cn2c(SCC(=O)N(C)C3CCS(=O)(=O)C3)nc3ccccc3c2=O)cc1 (stereo not given)
→ 12	1.1	-12	-12	2	3	13	4	0
COc1cccc(Oc2ccc(N/C=C/C(=O)C(C)(C)C)cc2)c1
→ -8	3.0	-5	17	14	10	10	-3	0
COc1ccc(NC(=O)CS(=O)CC(=O)Nc2ccc(OC)c(OC)c2)cc1 (stereo not given)
→ 2	-0.4	12	11	-22	-5	-9	-1	1
N#CCCN(Cc1cccnc1)C(=S)NC1CC2C=CC1C2 (stereo not given)
→ 4	-0.7	-4	7	8	2	-18	1	1
Clc1ccc(Cn2c(-c3cccnc3Cl)nc3ccccc32)c(Cl)c1
→ 22	1.7	22	42*	16	10	-4	-3	-2
Cc1cccc(SCc2noc(C(=O)NC(C)C)c2C(=O)O)c1
→ -1	4.2	0	12	7	5	-36	-2	-2
CN(C)CCCNc1ncnc2scc(-c3ccccc3)c12
→ -9	-0.9	3	23	-13	0	31	-2	1
Cc1ccc(C(=O)N2CC(=O)NC(=O)C2)cc1
→ -2	-1.2	7	-7	-10	-1	28	4	-3
Cc1cccc(C)c1NC(=S)NN1CCN(C)CC1
→ 26	0.4	10	1	-4	1	-26	1	-4
O=C(O/N=C\c1ccc(N2CCCCC2)c([N+](=O)[O-])c1)c1cccc(C(F)(F)F)c1
→ -1	0.6	-4	0	3	2	9	-1	3
Cc1cc(C(=O)CSc2cccc[n+]2[O-])c(C)n1-c1ccc(Br)cc1
→ -15	4.7	15	3	-9	·	-11	-1	4
CCOC(=O)Cn1c(CN2CCN(C(c3ccccc3)c3ccccc3)CC2)nc2c1c(=O)n(C)c(=O)n2C
→ -7	1.6	8	3	22	11	-8	-4	-1
Cc1cccc(N2CCN(C(=O)c3ccc(Cl)c(NC4=NC5CS(=O)(=O)CC5S4)c3)CC2C)c1 (stereo not given)
→ 5	-0.4	13	17	-4	-8	21	-3	-2

Only part of the results is shown, so the mix of outcomes need not match the whole.
